All columns: NCI-60 one-dose screen, growth in % after 48 h at 10 µM unless noted; 100 = growth as untreated, 0 = no growth, -100 = all killed.
UO-31: UO-31 renal cancer | AID 1794768 | 5.2% of 81,000 active
786-0: 786-0 renal cancer cells; 5.1% of 81,000 active; AID 1794775
CAKI-1: CAKI-1 renal cancer | AID 1794772 | 4.7% of 75,000 active
RXF 393: RXF 393 renal cancer cells | 6.9% of 77,000 active
U251: U251 CNS tumor cells. 5.4% of 80,000 active
SN12C: SN12C renal cancer cells; 3.8% of 81,000 active
ACHN: ACHN renal cancer; 4.9% of 81,000 active; AID 1794771
TK-10: TK-10 renal cancer cells; 3.9% of 81,000 active; AID 1794769
A498: A498 renal cancer cells; 5.4% of 76,000 active; AID 1794774
Active calls of the source: *; · = not tested or not shown; & = joins results of further samples. The calls were made as follows: active = growth percent below 10; inactive = the rest.

structure	UO-31	786-0	CAKI-1	RXF 393	U251	SN12C	ACHN	TK-10	A498
OC(CCl)COc1ccc(Cl)cc1 (stereo not drawn)	111	101	·	113	102	107	102	118	101
COc1cc(CNC(=O)Cc2ccccc2)ccc1O	85	·	89	110	104	90	100	97	85
CN(C)CC/C=C1\c2ccccc2CSc2ccccc21	61	91	97	83	102	97	105	103	117
NCCCOc1cc(Cl)ccc1NC(=O)c1cc2ccccc2cc1OCCCN	25	-89*	59	-5.2*	-93*	20	-79*	-97*	2.3*
Cc1cc(=O)[nH]c(/C(=N/Nc2ccccc2)C(=O)c2ccc(Cl)cc2)n1	116	82	104	28	107	93	111	65	84
COc1ccc(NC(=O)CSc2nnc(-c3ccc4nc(-c5ccccc5)[nH]c4c3)o2)cc1OC	90	102	99	·	106	99	104	121	91
Cc1ccc(S(=O)(=O)C/C(=N\NC(=O)c2ccc(S(N)(=O)=O)cc2)c2cc3cc(Br)ccc3o2)cc1	91	102	89	107	100	97	103	102	·
COc1cc(/C=C2/C(=O)Nc3ccc(Cl)cc32)ccc1OCc1ccccn1	70	101	76	101	95	96	97	147	99
Cc1ccc(NC(=O)c2ccc(CN3CCN(C)CC3)c(C(F)(F)F)c2)cc1Oc1ccc(-c2[nH]nc3ncnc(N)c23)cc1	83	71	92	42	-28*	81	83	119	113
CC1CC(C)c2ccccc21 (stereo not drawn)	86	104	104	106	100	97	115	104	105
C#Cc1nc(/C=C/C=C/C(=O)NO)cs1	44	81	61	68	81	75	71	64	90
O=C(CCCCCCC(=O)Nc1ccc(C(=O)/C=C/c2cn(-c3ccccc3)nc2-c2ccc(Br)cc2)cc1)NO	93	98	94	108	100	94	104	114	103
COc1ccc(O)c(-c2cc(-c3ccccc3)c(C#N)c(=O)[nH]2)c1	68	85	95	104	73	85	106	88	66
COc1cc(Cn2c(-c3ccccc3)c(Cl)c3c2-c2oncc2CC3)cc(OC)c1	-8.0*	75	47	115	37	92	69	104	27
COc1ccc(N2c3ccccc3C(=O)OC23OC(=O)c2ccccc23)cc1 (stereo not drawn)	83	99	·	106	101	97	96	122	106
COC(=O)[C@]12CC[C@@H](C)[C@H](C)[C@H]1C1=CC[C@@H]3[C@@]4(C)C/C(=C\c5ccco5)C(=O)C(C)(C)[C@@H]4CC[C@@]3(C)[C@]1(C)CC2	83	102	83	103	98	98	88	107	105
COc1ccc(OC)c(-c2nc3ccc(C(=O)NN4C(=O)c5ccc(C(=O)O)cc5C4=O)cc3[nH]2)c1	92	101	83	112	95	·	102	114	105
Nc1c(C(=O)Nc2cccc3ncccc23)sc2nc3c(cc12)CN(Cc1ccccc1)CC3	70	88	74	81	88	82	89	89	72
O=C(OCCc1ccccc1)c1ccccc1O	102	96	·	106	103	107	112	110	·
N#C/C(=C1\SC(=O)CN1c1ccccc1)c1nc2ccccc2s1	53	102	90	105	92	91	94	135	82
O=C1NC(=O)/C(=C\c2cccc(O)c2)N1	·	113	·	·	100	100	103	71	100
O=[N+]([O-])c1ccc(OCCCOc2ccccc2)cc1	87	99	94	116	91	104	106	98	102
CN1C(=O)C2(SCC(C(=O)Nc3ccccc3)N2C(=O)C2CCCCC2)c2ccccc21 (stereo not drawn)	84	102	·	112	103	98	110	108	107
CC1SC(=S)N(c2ccc(Cl)cc2)C1=O (stereo not drawn)	74&79	93&91	82&109	116	94&95	86&93	73&87	114&103	122&143
CN1CCN(c2ccc3nc(-c4[nH]ncc4Nc4ncnc5[nH]ccc45)[nH]c3c2)CC1	-9.1*	3.0*	1.7*	-72*	7.0*	2.6*	0.3*	-9.1*	-46*
O=C(COc1ccc(NC(=O)Nc2ccc(Cl)cc2)cc1)N=Nc1c(O)[nH]c2ccc([N+](=O)[O-])cc12	77	54	96	73	-68*	32	93	101	119
CN1CCN(CC(=O)Nc2cccc(-n3cc(-c4ccncc4)c(-c4ccc(Cl)c(O)c4)n3)c2)CC1	50	34	·	35	31	65	45	103	36
CNCCCC(C)Nc1ccnc2cc(Cl)ccc12 (stereo not drawn)	89	108	100	·	96	99	99	96	89
Cc1ccc(/C=C/C2CC(F)CCO2)cc1 (stereo not drawn)	79	97	90	109	112	101	102	104	87
Oc1ccc(NCc2ccccc2)cc1	89	96	76	111	85	91	54	84	97
Clc1ccc(-c2csc(Nc3cccc(Nc4csc(-c5ccc(Cl)cc5)n4)c3)n2)cc1	52	104	52	94	85	63	54	98	68
O=c1c(/C=C\c2ccco2)nnc2sc(Nc3ccccc3)nn12	79	107	93	·	104	87	94	127	125
CC(=O)c1[nH]c(Sc2ccccc2)c2ccccc12	49	87	·	79	76	89	88	80	73
NC(=O)C1C(=O)c2ccccc2C1(C[N+](=O)[O-])c1ccccc1 (stereo not drawn)	73	105	109	112	102	97	100	109	110
O=C1Nc2ccccc2C12C=C(c1ccccc1)Nc1c2c(-c2ccccc2)nn1-c1ccccc1 (stereo not drawn)	63	81	·	5.5*	42	76	60	88	76
O=C(Nc1cccc(Cn2c(=O)[nH]c3ccc(Oc4ncccn4)cc3c2=O)c1)c1cccc(Cl)c1	40	66	52	81	62	80	60	53	45
CC12CCCC(=O)N1c1ccccc1-c1nc(=O)c(-c3ccc(F)cc3)nn12 (stereo not drawn)	63	104	78	77	101	93	92	116	74
CN1CCN(c2ccc(C(=O)/C=C/c3ccc(F)c(C(F)(F)F)c3)cc2)CC1	78	98	79	84	76	90	95	134	121
C/C(=N\Nc1ccccc1C(=O)O)C(=O)NCC(=O)O	87	106	98	113	105	99	104	108	116
CN(C)c1ccc(/C=C(\C#N)C(=O)c2ccccc2)cc1Br	87	93	100	100	·	102	98	89	89
Cc1nc(-c2cccs2)ccc1NC(=O)Nc1ccc(F)cc1	88	96	·	120	93	100	·	104	95
Cc1cc(C)c(C#N)c(OCc2ccc(Cl)cc2Cl)n1	80	89	70	94	90	100	93	64	60
Cn1c2ccccc2c2ssc(=S)c21	84	99	·	108	96	116	114	111	86
NC(C(=O)O)(c1ccccc1)c1ccccc1	105	105	94	114	108	97	111	103	85
COc1ccc([C@@H]2CCC[C@H](/C=C/P(=O)(OC)OC)O2)cc1	92	115	97	99	104	103	98	114	·
CCn1c(=O)oc2ccc(Cl)cc21	100	102	95	107	98	106	109	102	95
O=C(N/N=C/c1ccc2c(c1)CCC2)c1ccccc1[N+](=O)[O-]	84	95	84	94	77	99	93	94	86
C=CCn1c(SCC(=O)Nc2ccccc2)nnc1-c1ccc(OC)cc1	78	103	91	109	104	92	93	90	93
Nc1[nH]nc2[nH]c(=S)nc(-c3ccco3)c12	88	103	102	111	96	95	99	110	106
Cc1nc(NC(=O)Nc2ccccc2)sc1C(=O)NN	72	145	103	106	100	103	98	114	98

Just UO-31 and SN12C, for 3 of the compounds above:
mol,UO-31,SN12C
Cc1ccc(/C=C/C2CC(F)CCO2)cc1 (stereo not drawn),79,101
Oc1ccc(NCc2ccccc2)cc1,89,91
Clc1ccc(-c2csc(Nc3cccc(Nc4csc(-c5ccc(Cl)cc5)n4)c3)n2)cc1,52,63

Continuation.
structure	UO-31	786-0	CAKI-1	RXF 393	U251	SN12C	ACHN	TK-10	A498
CS(=O)(=O)c1ccc(C(=O)Nc2ccc(Cl)c(-c3ccccn3)c2)c(Cl)c1	25	-41*	-18*	-53*	15	28	28	12	6.2*
Cc1ccccc1-c1cc2ccccc2c(=O)o1	88	84	98	107	91	103	110	113	·
C=C1CCC2C3(C)COC(C)(C)OC3CCC2(C)C1CC(NCc1ccccc1)C1=CCOC1=O (stereo not drawn)	83	99	92	96	102	98	96	129	105
CC1(C)C2CC1C1(/C=N\Nc3ccccc3)C(C2)C(C#N)(C#N)C1(C#N)C#N (stereo not drawn)	67	100	70	103	95	90	76	133	97
Cc1ccc(NC(=O)Cn2cc(CN3CCN(c4ccnc5cc(Cl)ccc45)CC3)nn2)cc1	63	96	73	89	89	94	81	95	88
Cc1nnc(-c2ccc3c(c2)nc(-c2cccs2)n3C2CCCCC2)o1	81	88	97	87	97	107	99	111	87
Brc1ccc(/C=C(/C2=NCCN2)n2ccc3ccccc32)cc1	37	82	40	51	66	74	69	68	87
O=C1Nc2ccccc2/C1=C/c1ccc(COCC2CO2)n1Cc1ccccc1 (stereo not drawn)	84	102	85	·	98	89	73	116	91
CCn1c(O)c(N=Nc2ccc(S(N)(=O)=O)cc2)c2ccccc21	81	87	88	94	93	89	92	95	97
Cc1cccc(C)c1N=C(Cc1nc2c(=O)[nH]c(=O)n(C)c2[nH]c1=O)c1ccccc1	83	102	90	137	97	98	92	102	112
O=C(c1ccccc1)c1ccc[n+](CCc2ccccc2)c1	90	100	101	103	108	104	102	·	99
CCOC(=O)C(=O)C(C(=O)OCC)c1ccccc1 (stereo not drawn)	88	93	98	113	112	108	105	106	107
CCOC(=O)c1cc(C)n(-c2ccc(C(=O)O)cc2)c1C	87	101	80	81	96	88	2.3*	94	111
COc1cccc(/C=N\Nc2ccc([N+](=O)[O-])cn2)c1O	27	64	28	73	22	55	28	74	40
COc1cc(C2NC(c3ccc(Cl)cc3)C(C)C(=O)C2C)cc(OC)c1OC (stereo not drawn)	100	93	98	96	85	104	93	101	86
Cc1ccc2c(-c3nnc(N)s3)cc(=O)oc2c1	78	104	86	112	103	97	100	118	96
CN1CCN(c2ccc(C(=O)/C=C/c3cc(C(F)(F)F)ccc3Cl)cc2)CC1	-99*	-83*	-95*	·	-75*	-90*	-97*	-94*	-50*
O=C(CCN1C(=O)/C(=C/c2ccccc2F)SC1=S)N1CCOCC1	68	77	85	41	94	74	62	·	111
COc1cc(/C=N/NC(=O)c2ccc(NS(C)(=O)=O)cc2)ccc1O	89	104	84	109	106	103	104	100	104
O=C(CN1C(=O)c2ccccc2C1=O)NCC(=O)Nc1ccccc1	68	109	116	109	111	101	106	111	·

2 entries from above, with values under each structure.
Sequence of screens: UO-31, 786-0, CAKI-1, RXF 393, U251, SN12C, ACHN, TK-10, A498
- CCn1c(O)c(N=Nc2ccc(S(N)(=O)=O)cc2)c2ccccc21
  81, 87, 88, 94, 93, 89, 92, 95, 97
- Cc1cccc(C)c1N=C(Cc1nc2c(=O)[nH]c(=O)n(C)c2[nH]c1=O)c1ccccc1
  83, 102, 90, 137, 97, 98, 92, 102, 112

Structures shown so far that contain a nitro group on carbon:
structure	UO-31	786-0	CAKI-1	RXF 393	U251	SN12C	ACHN	TK-10	A498
O=[N+]([O-])c1ccc(OCCCOc2ccccc2)cc1	87	99	94	116	91	104	106	98	102
O=C(COc1ccc(NC(=O)Nc2ccc(Cl)cc2)cc1)N=Nc1c(O)[nH]c2ccc([N+](=O)[O-])cc12	77	54	96	73	-68*	32	93	101	119
NC(=O)C1C(=O)c2ccccc2C1(C[N+](=O)[O-])c1ccccc1 (stereo not drawn)	73	105	109	112	102	97	100	109	110
O=C(N/N=C/c1ccc2c(c1)CCC2)c1ccccc1[N+](=O)[O-]	84	95	84	94	77	99	93	94	86
COc1cccc(/C=N\Nc2ccc([N+](=O)[O-])cn2)c1O	27	64	28	73	22	55	28	74	40

Not a hit list. About 12% of those tested had a hit in this group.
